Cardio protect: protects H9c2 cardiomyocytes from peroxide injury; H2O2 injury protection, ATPLite, 2 h; protection from H2O2 cell death, % at 20 µM; 360,000 tested, 0.63% active; AID 588492;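 active = compounds giving at least 50% protection of heart cells from peroxide-induced death in the single-dose screen, raw or plate-pattern-corrected value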;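 also: 0% = DMSO wells with peroxide and 100% = DMSO wells without peroxide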
Peg3 prom inh: inhibitors of Peg3 promoter; HeLa PEG-Prom luciferase reporter, luminescence, overnight; inhibition, % at 20 µM; 360,000 tested, 1.7% active; AID 588405;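 active = inhibition of at least 50% at 20 µM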
NR2E3 ag-1: activates human photoreceptor nuclear receptor NR2E3; GST-NR2E3/biotin-RetCOR TR-FRET, 1536-well; inhibition of corepressor binding, % at 4.78 µM; 320,000 tested, 0.12% active; AID 2300;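 active = percent inhibition above the cutoff of mean plus 3 SD of all tested compounds, set per screening campaign, cut at about 20% in these data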;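 also: 0% = DMSO wells and 100% = biotin wells as full block of FRET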
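Material: NR2E3–RetCOR corepressor complex / Amount: 1.35 nM GST-NR2E3 / Medium: Tris pH 7.5 / Compound: single nominal compound dose of 4.8 µM / Incubation: 5 h at 4 °C / Technique: TR-FRET, Eu(K)-anti-GST donor, streptavidin-D2 acceptor, ex 340, em 617/671 nm / Read-out basis: percent loss of FRET ratio relative to control wells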
hiPSC survival: increases survival of single human iPS cells | 360,000 tested, 0.044% active | AID 602274 | survival enhancement, % at 20 µM | hiPSC single-cell survival, ATPlite luminescence; 100% = ROCK inhibitor wells, 0% = DMSO; in the data active = survival enhancement above about 18%;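 also: cells exposed to compounds for 16 hours before the ATP read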
m5-HT2A agonist: agonists of mouse serotonin 5-HT2A receptor (HTR2A) | CHO-K1 mHTR2A beta-arrestin complementation, luminescence; percent of 30 µM serotonin response | activation, % at 7.6 µM | 360,000 tested, 0.66% active;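 active = activation above a run cutoff, the mean activation of all tested compounds plus 3 SD, cut at about 14% in these data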;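 also: 0% = plate median of compound wells and 100% = 30 µM serotonin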
Target sequence (P35363 whole entry, looked up): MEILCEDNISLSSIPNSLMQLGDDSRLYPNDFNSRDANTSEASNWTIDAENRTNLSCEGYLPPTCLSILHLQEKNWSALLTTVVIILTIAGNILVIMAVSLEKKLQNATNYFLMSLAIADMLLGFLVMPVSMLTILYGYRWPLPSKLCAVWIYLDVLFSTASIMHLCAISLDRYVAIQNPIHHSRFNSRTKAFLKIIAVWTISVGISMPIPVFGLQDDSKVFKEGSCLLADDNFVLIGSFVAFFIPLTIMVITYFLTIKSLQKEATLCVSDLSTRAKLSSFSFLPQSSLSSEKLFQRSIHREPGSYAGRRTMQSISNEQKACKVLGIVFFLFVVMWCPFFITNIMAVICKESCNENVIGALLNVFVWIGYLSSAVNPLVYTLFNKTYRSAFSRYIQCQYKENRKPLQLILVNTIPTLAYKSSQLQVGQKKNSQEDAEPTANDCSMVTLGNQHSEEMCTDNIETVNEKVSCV
Shn3 3UTR inh: reduces Shn3 3'UTR luciferase signal in osteoblasts | Clone20 osteoblast Shn3 3'UTR firefly luciferase, 24 h | 360,000 tested, 0.52% active | inhibition, % at 12.5 µM | AID 588674;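 active = mean inhibition of at least 75% with every replicate also reaching 75%; inconclusive = mean inhibition at least 75% but some replicate below; inactive = mean inhibition below 75%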;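 also: 0% = median of neutral control wells and 100% = pilot-screen positive control compound; some compounds past the cut are filed as inactive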
NR2E3 ag-2: activates human NR2E3 receptor; Q9Y5X4; CHO-S Gal4-NCOR/VP16-NR2E3 two-hybrid, luciferase; inhibition of corepressor binding, % at 3.98 µM; AID 602229; 360,000 tested, 0.35% active;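 active = inhibition above the mean of all tested compounds plus 3 SD, cut at about 70% in these data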;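 also: 0% = DMSO with NR2E3 transfected cells and 100% = cells lacking NR2E3 construct; higher means lower luciferase signal from less NR2E3 corepressor binding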
MITF TRPM1 inh: inhibitors of MITF-driven TRPM1 promoter in melanoma cells; 330,000 tested, 0.83% active; inhibition, % at 12.5 µM; SK-MEL-5 TRPM1 promoter luciferase, 24 h;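 active = mean inhibition across replicates of 60% or more, whatever share of single replicates reaches that level; inconclusive = some that reach 60%, reason not given; inactive = mean inhibition across replicates below 60%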; also: values of inactives mirror those of a sister screen read the other way
HIF-2a block: HIF-2a inhibition | AID 624352 | inhibition, % at 18.8 µM | 360,000 tested, 0.72% active | 786-0 RCC cells HIF-2a reporter, luciferase luminescence, overnight;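 active = inhibition of the luminescence signal of 40% or more relative to plate controls, in a single-dose primary screen at 18.75 µM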
CaV13 FRET inh: Primary screen for inhibitors of IQ motif and Ca2+-dependent inactivation inhibitor domain binding in CACNA1D, Förster resonance energy transfer in living cells, …. HEK cells, CFP/YFP FRET ICDI-IQ, plate reader, 10 min; percent FRET-ratio fall versus neutral wells. inhibition, % at 12.3 µM. 340,000 tested, 0.098% active. AID 743397;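 active = mean replicate inhibition of at least 30% and at least 1% of replicates passing that level; inconclusive = only one of the two criteria is met; inactive = neither criterion is met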;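 also: 0% = median of the neutral control wells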
PDI turbidity: PDI (human) enzyme inhibition | PDI insulin aggregation turbidity, A650, 90 min | inhibition, % at 10 µM | 350,000 tested, 0.052% active;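 active = mean inhibition across replicates of 30% or more, whatever share of single replicates reach that level; inconclusive = mean inhibition below 30% while every single replicate reaches 30%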;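 also: absorbance from insulin aggregation driven by PDI reduction with DTT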
Target sequence (P07237 whole entry, looked up): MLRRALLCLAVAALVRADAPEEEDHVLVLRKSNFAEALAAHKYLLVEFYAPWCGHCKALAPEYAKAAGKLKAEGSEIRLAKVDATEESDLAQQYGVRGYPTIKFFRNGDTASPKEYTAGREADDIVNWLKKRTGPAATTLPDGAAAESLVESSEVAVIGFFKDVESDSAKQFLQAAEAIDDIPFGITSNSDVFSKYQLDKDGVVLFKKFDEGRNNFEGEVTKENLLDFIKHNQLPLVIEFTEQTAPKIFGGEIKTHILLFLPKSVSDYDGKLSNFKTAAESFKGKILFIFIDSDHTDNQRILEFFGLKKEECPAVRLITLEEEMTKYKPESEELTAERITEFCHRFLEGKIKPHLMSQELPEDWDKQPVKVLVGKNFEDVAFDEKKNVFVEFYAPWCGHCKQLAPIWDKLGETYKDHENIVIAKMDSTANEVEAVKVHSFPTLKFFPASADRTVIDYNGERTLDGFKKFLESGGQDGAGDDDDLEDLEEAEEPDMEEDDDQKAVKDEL
Starred values were filed as active, the others as inactive; ? = inconclusive; · = no result given; & = joins results of further samples. This is a random part of the collection (roughly 3.9% active in at least one column).

Molecule	Cardio protect	Peg3 prom inh	NR2E3 ag-1	hiPSC survival	m5-HT2A agonist	Shn3 3UTR inh	NR2E3 ag-2	MITF TRPM1 inh	HIF-2a block	CaV13 FRET inh	PDI turbidity
Cc1cc(Cl)ccc1N1C(=O)CC(SCCC(=O)O)C1=O (stereo not given)	3	6	2	6.0	6	5	10	5	7	-1	-1
CCOC(=O)c1ccccc1NC(=O)N[C@@H](C)C(=O)OC	-7	6	1	-0.1	2	2	-23	0	7	-8	-13
O=C(Nc1ccc2c(c1)OCCO2)c1ccccc1Cl	-14	-188	·	-1.3	9	-48	-198	·	-207	-5	1
C[N+]12CCCCC1C(COC(=O)c1ccc3c(c1)OCO3)CCC2 (stereo not given)	2	-2	3	-0.8	7	-21&9	-20	-3	-7	-9	6
O=c1c(Oc2ccccc2Br)c(C(F)(F)F)oc2c(CN3CCCC3)c(O)ccc12	1	21	2	-1.2	3	1	-19	2	10	-4	0
CCOC(=O)C1=NN(c2ccc(C)cc2)C2(S1)SC(C(C)=O)=C(C)N2c1ccccc1 (stereo not given)	-5	29	0	-0.5	7	-3	-1	5	0	-4	-6
CCn1c(SCC(=O)NNC(=O)c2ccc(OC)cc2)nnc1-c1ccco1	3	14	0	1.6	-2	13	-9	5	12	-4	0
CCN(CC(=O)Nc1c(F)cccc1F)C(=O)c1cccc(-n2cnnn2)c1	4	8	·	0.4	-5	3	-8	1	1	-5	1

Continued:
Molecule	Cardio protect	Peg3 prom inh	NR2E3 ag-1	hiPSC survival	m5-HT2A agonist	Shn3 3UTR inh	NR2E3 ag-2	MITF TRPM1 inh	HIF-2a block	CaV13 FRET inh	PDI turbidity
COc1cc(Cl)ccc1OCc1cc(C(=O)N2C[C@H]3CC[C@H]2C3)no1	-1	-245	3	-0.5	4	-94	-104	-49	-241	-6	0
O=C(CCn1cnnn1)Nc1ccc(Cl)c(Cl)c1	3	24	2	1.4	-3	8	5	2	15	-5	4
C#CCNC(=O)C1=C[C@H](C(C)(C)C)C[C@H](OCc2ccc(CO)cc2)O1	1	-15	2	4.1	5	-8	-13	-3	-19	-10	3
O=C1C=C(c2cccc3c2Oc2ccccc2S3)C[C@@H](c2ccc(Cl)cc2)C1	-13	18	-1	1.2	4	25	-3	-7	15	-10	4
COCCN1Cc2cccc(C(=O)N3CCN(c4cc(C)ccc4C)CC3)c2C1=O	-6	0	-2	1.2	-3	18	-8	6	7	2	·
N#Cc1ccccc1NC(=O)CC1c2ccccc2Oc2ccccc21	18	24	0	-0.9	0	9	-8	15	8	-5	-23
O=C(O)C1CSC2(CCN(Cc3ccccc3)CC2)N1 (stereo not given)	4	-5	·	0.2	1	-5	3	3	11	-7	-1
O=C(NCc1ccccc1Cl)c1ccc(S(=O)(=O)N2CCCC2)cc1	-3	52*	4	-0.5	-1	-7	-1	-1	16	-2	4

Other results follow:
Molecule	Cardio protect	Peg3 prom inh	NR2E3 ag-1	hiPSC survival	m5-HT2A agonist	Shn3 3UTR inh	NR2E3 ag-2	MITF TRPM1 inh	HIF-2a block	CaV13 FRET inh	PDI turbidity
CC(=O)c1cc2c(cc1NC(=O)CN(C)S(=O)(=O)c1cccs1)OCO2	20	-17	·	2.0	-3	-11	-6	2	-18	-5	-4
CN(CC(=O)Nc1c(Cl)cccc1Cl)CC(=O)N(C)C1(C#N)CCCCC1	-1	5	·	-0.8	-1	3	2	17	6	-8	3
COc1ccc(OC)c(C2=NS(=O)(=O)N(C)C(C(=O)Nc3cccc(C(C)=O)c3)=C2)c1	5	15	-1	-0.5	7	37	0	-7	22	-16	3
CC1C(=O)N2CCCc3cc(S(=O)(=O)Nc4ccccc4F)cc1c32 (stereo not given)	-1	9	-1	0.2	4	-19	-17	4	13	-6	-2
CN(CCc1cn[nH]c1)Cc1nc(Cc2ccccc2F)no1	5	6	-2	1.6	-1	18	-17	-10	-12	-2	-1
O=C(Nc1cccs1)Nc1c(F)c(F)cc(F)c1F	-6	-54	1	0.1	0	48	-4	1	15	-2	-1
COc1ccc(Cn2ccnc2CO)cc1[N+](=O)[O-]	-3	19	1	-0.4	0	-11	-9	1	9	-6	-2
CCN(c1ccccc1)S(=O)(=O)c1ccc2[nH]c(=O)c(=O)[nH]c2c1	3	11	2	-0.7	-2	5	-3	1	4	-2	6

Next records
Molecule	Cardio protect	Peg3 prom inh	NR2E3 ag-1	hiPSC survival	m5-HT2A agonist	Shn3 3UTR inh	NR2E3 ag-2	MITF TRPM1 inh	HIF-2a block	CaV13 FRET inh	PDI turbidity
O=C(O)C(=Cc1ccccc1[N+](=O)[O-])c1ccc2c(c1)OCO2	-3	-51	·	0.5	-3	-21	-38	·	-49	-6	-5
O=C(Nc1cccc2ccccc12)C(=O)C1C(=O)Nc2ccccc21 (stereo not given)	-2	-6	-1	0.6	2	6	-8	16	4	-7	-4
Cc1ccc(CC2S/C(=C(/C#N)C(=O)N3CCOCC3)N(c3ccccc3)C2=O)cc1 (stereo not given)	11	16	0	3.5	4	-16	25	-4	14	-4	15
Cc1c(C2(O)CCCCC2)[nH]c2ccc(C#N)cc12	-16	-21	·	-1.0	2	-5	12	9	-18	-7	-1
CCS(=O)(=O)c1ccc2c(c1)N(S(=O)(=O)c1ccccc1)CC(C(=O)O)O2 (stereo not given)	-9	8	-3	-2.7	-1	-5	-12	-7	13	-4	-3
O=C(CN1CCN(S(=O)(=O)c2cccs2)CC1)N1CCCCC1	-6	-4	·	0.6	-2	2	8	6	13	-2	2
Cc1cccc([N+](=O)[O-])c1C(=O)O	2	-8	3	9.3	2	-13	-16	-4	-5	·	·
C[C@H]1CN([C@@H](C)CO)C(=O)CCCn2nncc2CO[C@@H]1CN(C)C(=O)c1ccc2ccn(C)c2c1	4	-7	·	8.4	1	-12	-15	·	6	-7	0

(continued)
Molecule	Cardio protect	Peg3 prom inh	NR2E3 ag-1	hiPSC survival	m5-HT2A agonist	Shn3 3UTR inh	NR2E3 ag-2	MITF TRPM1 inh	HIF-2a block	CaV13 FRET inh	PDI turbidity
C/C(=N\NC(=O)c1ccccc1NC(=O)c1ccc(Cl)cc1)c1ccncc1	-24	64*	5	-5.9	2	-45	-14	47	38	-14	-1
Cc1c(CC(=O)N[C@@H](C)C(=O)O)c(=O)oc2cc3oc4c(c3cc12)CCCC4	-4	4	3	0.4	7	-4	9	-6	12	-4	7
O=C(NCc1ccco1)C1CC(c2c(Cl)cccc2Cl)=NO1 (stereo not given)	2	-12	0	3.3	6	-6	-3	-15	-53	-5	0
Cc1ccc(C(=O)NC(=S)Nc2ccc(Oc3ccc(Cl)cc3)cc2)cc1	-23	9	2	1.8	5	-14	6	4	3	-4	-4
CC(=O)c1cccc(NC(=O)N2CCCC(C(=O)c3cc(F)ccc3F)C2)c1 (stereo not given)	0	7	0	-1.2	-4	21	-49	-2	7	-5	0
CSCCC(NC(=O)c1ccccc1)C(=O)NCCCn1nc(C)cc1C (stereo not given)	-1	1	2	0.3	3	-12	-15	2	4	-2	11
COc1cc(/C=C/C(=O)OCC(=O)NC(=O)NC23CC4CC(CC(C4)C2)C3)ccc1OCC#N	6	3	0	-1.3	2	24	18	-7	17	-6	-4
CCN(c1ccccc1)S(=O)(=O)c1ccc(Cl)c(NC(=O)CN2C(=O)NC3(CCCC3)C2=O)c1	15	18	5	-0.5	-6	·	-30	14	13	-7	-7

Remaining list, next part
Molecule	Cardio protect	Peg3 prom inh	NR2E3 ag-1	hiPSC survival	m5-HT2A agonist	Shn3 3UTR inh	NR2E3 ag-2	MITF TRPM1 inh	HIF-2a block	CaV13 FRET inh	PDI turbidity
CCSc1nnc(NC(=O)C2CCN(S(=O)(=O)c3ccccc3C(F)(F)F)CC2)s1	-6	14	2	0.7	6	20	-18	-11	16	-5	1
COc1ccc(-c2ccc(CN3C(CC(C)C)C(=O)N(Cc4cn(CC5CCCCC5)nn4)CCS3(=O)=O)cc2)cc1OC (stereo not given)	-17	16	·	0.5	1	-14	-14	·	23	-9	0
O=C1C(Cl)=C(NS(=O)(=O)c2ccc([N+](=O)[O-])cc2)C(=O)c2ccccc21	-19	13	-5	-0.6	2	20	-7	?	9	-1	9
CC1CCCCN1C(=O)COC(=O)c1cc([N+](=O)[O-])ccc1N1CCOCC1 (stereo not given)	-3	5	1	0.4	-1	-9	-16	6	11	-4	3
O=C(Nc1ccc2nc(-c3cccs3)[nH]c2c1)c1ccco1	-14	-194	3	-1.1	-3	-72	-78	-100	-229	·	11
CCOc1cc(S(=O)(=O)NCC2OCCc3ccccc32)c(OCC)cc1-n1cnnn1 (stereo not given)	2	13	0	0.0	-2	-1	-23	6	-1	-9	4
CCOC(=O)c1nn(-c2cccc(OC)c2)c2nc(CC)c(C#N)c(=O)n12	10	12	0	2.2	-1	-2	0	9	17	-5	-6
Cc1ccc(C(C)NC(=O)c2ccc3c(c2)OCO3)cc1C (stereo not given)	4	21	-1	0.6	1	-13	8	3	5	-6	-1

(continued)
Molecule	Cardio protect	Peg3 prom inh	NR2E3 ag-1	hiPSC survival	m5-HT2A agonist	Shn3 3UTR inh	NR2E3 ag-2	MITF TRPM1 inh	HIF-2a block	CaV13 FRET inh	PDI turbidity
Cc1ccc(-n2c(C)cc(/C=C3\SC(=O)NC3=O)c2C)cc1	-14	-237	-4	0.3	2	-57	-109	-76	-305	-13	-1
Cc1ccc(NC(=O)CSc2ccc(-c3ccccn3)nn2)c(C)c1	6	-5	1	0.8	0	-5	-9	9	1	·	1
CC(NC(=O)c1cc(Br)cs1)C1CCCO1 (stereo not given)	1	-2	1	0.9	0	-9	-20	7	2	-6	0
Cc1ccc(-c2nc(-c3ccncc3)no2)c(Cl)c1	-17	-80	-2	-0.7	7	-19	-172	-10	-73	-4	-2
COc1ccc2nc(C)cc(SCC(=O)NNC(=O)COc3cccc4ccccc34)c2c1	22	37	1	-1.5	8	-6	-18	-7	3	-15	10

Screening data (PubChem BioAssay)
